# High-throughput results (PubChem BioAssay)
# Polio RdRp inh – poliovirus RdRp elongation inhibitors, primary screen, biochemical, fluorescence polarization, total intensity; Genome polyprotein (Poliovirus type 1 (strain Mahoney)), P03300; AID 588519, 2011; 150,000 compounds, 0.66% hits; poliovirus polymerase elongation; stronger effect = lower value; % elongation, % (compound at 16.7 µg/mL); in the data active = % elongation below about 90%; note: some results filed as inactive read as strong as hits
# Target sequence (P03300 1749-2209 limits assumed): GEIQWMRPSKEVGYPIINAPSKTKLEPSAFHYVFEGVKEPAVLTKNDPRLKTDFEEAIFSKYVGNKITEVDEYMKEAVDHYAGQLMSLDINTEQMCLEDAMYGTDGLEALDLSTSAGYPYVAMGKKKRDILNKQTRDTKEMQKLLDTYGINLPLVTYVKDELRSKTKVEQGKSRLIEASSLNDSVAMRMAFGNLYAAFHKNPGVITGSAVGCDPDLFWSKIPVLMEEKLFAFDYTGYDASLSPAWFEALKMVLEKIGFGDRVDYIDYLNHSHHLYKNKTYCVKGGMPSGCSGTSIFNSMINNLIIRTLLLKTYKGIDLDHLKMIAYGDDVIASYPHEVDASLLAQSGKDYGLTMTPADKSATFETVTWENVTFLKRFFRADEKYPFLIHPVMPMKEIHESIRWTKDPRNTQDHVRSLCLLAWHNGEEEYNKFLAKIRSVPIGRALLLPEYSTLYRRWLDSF
# Polio RdRp inh FP z-score – recorded beside Polio RdRp inh, whose call it bears; z-score; measured here: FP z-score; hits read low
# Active calls of the source: *. A portion of the library, so the mix of outcomes need not match the whole.
SMILES,Polio RdRp inh,Polio RdRp inh FP z-score
COC(=O)c1ccccc1SNc1ccccc1C,104,0.9
CC(=O)Nc1ccccc1-c1n[nH]c(=S)[nH]c1=O,101,0.1
Cc1ccc(-n2c(=O)c3ccc(C(=O)NCc4ccco4)cc3n(Cc3ccc(Cl)cc3)c2=O)cc1,104,0
O=C(Cn1cnnn1)Nc1nccs1,104,0.1
Cc1ccc(S(=O)(=O)Nc2ccc(-c3ccc(N4CCCCCC4)nn3)cc2)c(C)c1,98,-1.8
CC1=Nc2cc(C(=O)NC(C)C)ccc2Sc2ccc(C)cc21,112,-0.1
Cc1ccc(N(Cc2cccs2)C(=O)c2ccc(OC(C)C)cc2)cc1,101,-0.4
COc1ccc(-c2cc(C(=O)Oc3ccc(C)cc3)c3ccccc3n2)cc1,107,0.5
Cc1cc(Br)cc(C)c1NC(=O)c1cnc2ccccn2c1=O,106,0.4
Cc1ccc(Nc2ccc(N3CCN(C(=O)CCc4ccccc4)CC3)nn2)cc1,99,-1.4
CCOC(=O)c1c(C)[nH]c(C)c1S(=O)(=O)N1CCC(C(=O)NCc2ccccc2)CC1,103,-0.2
CCN(CC)C(=S)Oc1ccccc1C(=O)Nc1ccc(Cl)c(Cl)c1,105,0

# Profiles from above. Values in the order: Polio RdRp inh	Polio RdRp inh FP z-score
# CC1=Nc2cc(C(=O)NC(C)C)ccc2Sc2ccc(C)cc21 is listed with 112	-0.1
# COc1ccc(-c2cc(C(=O)Oc3ccc(C)cc3)c3ccccc3n2)cc1 is listed with 107	0.5

# Remaining list, next part
SMILES,Polio RdRp inh,Polio RdRp inh FP z-score
CC(=O)N1CCN(C(=O)C(=O)Nc2c3c(nn2-c2ccc(Cl)cc2)CSC3)CC1,103,-0.4
Cc1cccc(C(=O)N/N=C/c2ccc3c(c2)n(C)c(=O)n3C)c1,105,0.6
Cc1nc2nc(SCC(=O)NCc3ccccc3Cl)nn2c(C)c1Cc1ccccc1,103,-0.5
CC(=O)N1CCc2cc(S(=O)(=O)NC(CC(C)C)C(=O)N(C)Cc3ccccc3)ccc21 (stereo unspecified),100,0
Cc1cc(C)cc(OCC(=O)OCC(=O)NC2CC2)c1,101,-0.2
CCOC(=O)c1cc(-c2ccc(C)cc2)n(CCC(=O)NCCc2ccc(C)cc2)c1C,105,0.1
COc1ccccc1N1CCN(S(=O)(=O)c2ccc3[nH]cc(C(=O)O)c(=O)c3c2)CC1,100,-0.8
CCOC(=O)Nc1c[nH]c2c(C)cccc2c1=O,101,-0.4
O=C1CCN(C(=O)c2ccc3ccccc3n2)CC1,103,0.8
CCOC(=O)C1CCCN(S(=O)(=O)c2cc(Br)cc3c2N(C(=O)CC)CC3)C1 (stereo unspecified),109,1.3
S=c1[nH]nc(COc2ccccc2)n1/N=C/c1cccnc1,101,0.2
CC(C(=O)OCC(=O)n1c2c(c3ccccc31)CCCC2)N1C(=O)c2ccccc2C1=O (stereo unspecified),102,0
CCOC(=O)c1c(-c2ccccc2)csc1NC(=O)c1cc(-c2cccc(Cl)c2)on1,84*,-2.9*
O=C(CSc1ncnc2c1oc1ccccc12)OCc1c(F)cccc1Cl,108,0.7
COc1cc(-c2nc3ccccn3c2NC2CCCC2)ccc1O,103,0.5
Cc1cc2ccccc2n1-c1ccc(C(=O)N2CCC(C(=O)NCc3ccccc3Cl)CC2)s1,108,0.3
CC1CCN(CCCNC(=O)CN2C(=O)CSc3ccc(S(=O)(=O)N4CCC(C)CC4)cc32)CC1,110,-0.2
COc1ccc(C2C(C(=O)Nc3ccc(C)cc3C)=C(C)Nc3nc(SCc4cccc(C)c4)nn32)c(OC)c1 (stereo unspecified),108,0.7
O=C1NC(NS(=O)(=O)c2ccccc2)(C(F)(F)F)C(=O)N1c1ccc(F)cc1 (stereo unspecified),107,0.5
Cc1oc2ncn(C)c(=O)c2c1C(=O)NC(C)c1ccccc1 (stereo unspecified),100,-1
CCOc1ccccc1C(=O)N(C)c1ccccc1,101,-0.3
Cc1ccsc1C(=O)Oc1ccc(F)cc1,102,0.3
O=C(c1cnn(-c2ccccc2)c1-n1cccc1)N1CCN(c2ccccc2)CC1,103,0.6
COc1ccc(-c2cc(C(=O)NCc3cc(OC)c(OC)c(OC)c3)[nH]n2)cc1,109,0.2

# 3 compounds picked at random from those above:
SMILES,Polio RdRp inh,Polio RdRp inh FP z-score
Cc1cc(Br)cc(C)c1NC(=O)c1cnc2ccccn2c1=O,106,0.4
S=c1[nH]nc(COc2ccccc2)n1/N=C/c1cccnc1,101,0.2
COc1ccc(-c2cc(C(=O)NCc3cc(OC)c(OC)c(OC)c3)[nH]n2)cc1,109,0.2

# Next part
SMILES,Polio RdRp inh,Polio RdRp inh FP z-score
Cn1c(=O)c2nc3ccc(N=Cc4c(O)n(Cc5ccccc5)c(=O)[nH]c4=O)cc3nc2n(C)c1=O,79,-4.1
COc1cc(OC)cc(C(=O)N2CC(=O)Nc3ccc(Cl)cc3C2c2ccccc2)c1 (stereo unspecified),108,0.6
Cc1cc(NC(=O)COc2ccccc2)n(-c2ccccc2)n1,102,-0.2
CCOC(=O)CNc1cccc(Cl)c1,100,-0.5
CC1=C(C(=O)Nc2cccc3ccccc23)C2(CCN(C(C)C)CC2)OC1=O,100,-1
COc1ccc(-n2cnc3sc4c(c3c2=O)CCCC4)cc1,102,0.4
CCN(Cc1ccccc1)S(=O)(=O)c1ccc2oc(C(=O)O)c(C)c2c1,99,-0.3
CC1CCc2cc(F)ccc2N1C(=O)C12CCC(C)(C(=O)C1)C2(C)C (stereo unspecified),102,0.4
O=C(Nc1cccc(Br)c1)N1CCN2CCCCC2C1 (stereo unspecified),111,0.6
CCOC(=O)C1(C(F)(F)F)N=C(N2CCOCC2)Oc2c1c(C)nn2-c1ccccc1 (stereo unspecified),101,0.2
CCC(C(=O)Nc1ccccn1)c1ccccc1 (stereo unspecified),101,0.4
CCOC(=O)C(C#N)c1ccccn1 (stereo unspecified),99,-0.3
Cc1ccc2c(c1)cc(CN(Cc1ccco1)C(=O)c1ccccc1)c1nnnn12,102,0.2
CCc1nc(SC)ncc1C(=O)N1CCN(c2cc(C)ccc2C)CC1,102,-0.9
Nc1nonc1C(=O)NCCNCc1ccccc1F,102,-0.1
COc1cccc(-n2cc(C(=O)Nc3cc(OC)c(OC)c(OC)c3)c3ccccc3c2=O)c1,120,3
O=C1NCC(=O)N2CCCC12 (stereo unspecified),102,0.2
CCOC(=O)CSc1nc2c(c(=O)n1-c1ccccc1)C(=O)C1COC(C)(C)CC1=N2 (stereo unspecified),100,-0.5
COc1cc(Cl)c(C)cc1NC(=S)N(CCN1CCCCCC1)Cc1ccco1,101,0.3
C/C(CCc1ccc2c(c1)OCO2)=N\NC(=O)c1cc2c3ccccc3n(C)c2s1,112,1.1
Cc1nc(-c2ccc(S(=O)(=O)N3CCCN(C(=O)OC(C)(C)C)CC3)s2)cs1,96,-1.4
CCSC1=C(C#N)C(=O)NC(c2ccc(O)cc2)S1 (stereo unspecified),101,0.3
Cc1cc(=O)oc2c1cc(NC(=O)c1ccccc1)c1occ(OC(=O)c3ccccc3)c12,98,-0.4
C=C(C)CSc1nc(C)cc(C)c1C#N,99,-0.3
C/C(=N\O)c1cc2ccc(O)cc2oc1=O,93,-1.1
Nn1c(-c2cccs2)n[nH]c1=S,105,0.4
CCN1CCN(C(=O)c2sc3nc4n(c(=O)c3c2C)CCC4)CC1,101,-0.3
O=c1cc(C(F)(F)F)nc2c(-c3ccccc3)c(C(F)(F)F)[nH]n12,98,-1
O=C(O)CC1Oc2ccccc2NC1=O (stereo unspecified),101,-0.3
Cc1ccc(NC(=O)c2ccc(CN3CC(=O)N4CCCCC4C3=O)cc2)cc1C (stereo unspecified),100,-1.5
CCOC(=O)c1c(/C=C2\C(=O)Nc3ccccc32)c(C)n(Cc2cccs2)c1C,100,-0.5
O=c1cc(O)c2sc3nc4c(c(C(F)(F)F)c3c2[nH]1)CCC4,105,1.3
O=C(N/N=C/c1ccccc1)c1cc(-c2ccccc2)n[nH]1,102,0.2
C=CCN1C(=Nc2ccccc2)SC/C1=C\C(=O)OC,101,0.3
Fc1ccc(C2=NNC3=NCCN3C2)cc1F,104,-0.3
COc1ccccc1C(=O)COC(=O)c1ccc(Br)cc1,99,-0.7
O=S(=O)(c1ccccc1)c1nc(-c2ccco2)oc1Nc1ccccc1,100,0.1
CCN(CC)C(=O)c1ccc(NC(=O)Cc2c[nH]c3ccccc23)cc1,113,0.7
COC(=O)c1ccc2c(c1)sc1nc(-c3ccc(OC)cc3)cn12,94,-0.6
Cc1cc(C(=O)NCc2nnc3ccccn23)c(C)o1,100,-0.3
O=C(Cn1c(=O)n(-c2ccccc2)c(=O)c2sccc21)NCc1ccco1,101,0.1
CNCc1cccc(F)c1,106,0.4
CCC(=O)Nc1nc2c(s1)CSc1ccccc1-2,100,-0.4
Cc1cccc(N2C(=O)C(CC(=O)Nc3cccc(F)c3)N(CCc3ccncc3)C2=O)c1 (stereo unspecified),101,-0.4
CCOC(=O)c1cnc2c(C)cc(C)cc2c1Nc1ccc(OCc2ccccc2)cc1,108,0.6
CC(C)(C)c1ccc(NC(=O)Nc2ccc3c(c2)OCCO3)cc1,105,0
Cc1ccc(CNCCCn2ccnc2)cc1,101,-0.2
CCC(CC)c1nnc(NC(=O)c2ccc(OCC(=O)N3CCOCC3)c(OC)c2)s1,101,0
O=C(Cn1c(=O)nc(-c2ccccc2)c2cc(Cl)ccc21)N1CCN(c2ccc(F)cc2)CC1,107,0.2
O=C(Cc1c[nH]c2ccccc12)Nc1ccc(F)cc1,103,0.1
CC(C)CNc1nc2ccccc2s1,98,-1
O=C(CSc1nc2sc3c(c2c(=O)[nH]1)CCCC3)Nc1ccccc1F,100,-0.3
O=C(O)c1ccc(Nc2ccnc3cc(Cl)ccc23)cc1,103,0.4
CCC(C)CCCCC(=O)NC(CCN)C(=O)NC(C(=O)NC(CCN)C(=O)NC1CCNC(=O)C(C(C)O)NC(=O)C(CCN)NC(=O)C(CCN)NC(=O)C(CC(C)C)NC(=O)C(Cc2ccccc2)NC(=O)C(CCN)NC1=O)C(C)O (stereo unspecified),99,-0.4
Cc1nc(/C(N)=N/OC(=O)c2cc3c([nH]c4ccccc43)c(C)n2)no1,99,-0.8
Cc1ccc2c(=O)c(C(=O)c3cccc(Cl)c3)cn(CC(=O)NC3CCCCC3)c2n1,105,-0.4
COC(=O)/C=C1\S/C(=N\S(=O)(=O)c2ccccc2)N(c2ccccc2)C1=O,102,0
CCOc1ccccc1C(=O)NCC(=O)O,102,0.1
CCN1CCCC1CNC(=O)Nc1c[nH]c2ccc(OC)cc2c1=O (stereo unspecified),105,0.7
CN(CC(=O)Oc1ccc2c(c1)OCO2)S(=O)(=O)c1ccc(F)cc1,104,0.1

# Next compounds:
SMILES,Polio RdRp inh,Polio RdRp inh FP z-score
Cc1ccc(NC(=O)c2c(NC(=O)c3ccco3)sc3c2CCC(C(C)(C)C)C3)c(C)c1 (stereo unspecified),100,-1.5
CC1CCN(c2nc3c(S(=O)(=O)c4ccc(Cl)cc4)nnn3c3ccsc23)CC1,106,-0.1
CCCC(C)N1C(=O)CC(=O)NC1=S (stereo unspecified),101,-0.1
Cc1oc2ncn(CC(C)C)c(=O)c2c1C(=O)N(Cc1ccccc1)C(C)C,105,-0.3
COc1cc2c(cc1OC)n(CC(=O)c1ccc(C)cc1)c(=O)n1nc(CCn3nc(C)cc3C)nc21,100,-1.7
CCc1ccc(NC(=O)C(=O)NCCc2csc(-c3ccc(C(F)(F)F)cc3)n2)cc1,109,0.3
CCN1C[C@]2(C)CC[C@H](O)[C@@]34C5C[C@@H]6[C@@H](OC)C[C@@](O)(C5[C@H]6O)[C@@H](CC23)[C@@H]14 (stereo partly specified),102,0.5
CC(C)(C)NC(=O)COc1cc(N2CCOCC2)c2ccccc2c1Cl,101,-0.4
CCOc1ccc(I)cc1C#N,100,-0.2
COc1ccccc1NC(=O)CSC1=Nc2ccccc2C2=NC(CC(=O)NCc3ccc4c(c3)OCO4)C(=O)N12 (stereo unspecified),102,-0.8
CCOc1ccc(N(CC)S(=O)(=O)c2cc(Br)cc3c2N(C(C)=O)C(C)C3)cc1 (stereo unspecified),104,-0.3
Cc1ccc(/C(O)=C(\C#N)c2nc3ccccc3s2)cc1C,100,-0.2

# Look-ups from the results shown.
# CCc1ccc(NC(=O)C(=O)NCCc2csc(-c3ccc(C(F)(F)F)cc3)n2)cc1 in Polio RdRp inh FP z-score → 0.3
# CC1CCN(c2nc3c(S(=O)(=O)c4ccc(Cl)cc4)nnn3c3ccsc23)CC1 in Polio RdRp inh FP z-score → -0.1

# The list continues:
SMILES,Polio RdRp inh,Polio RdRp inh FP z-score
NC(=O)c1ccc(-c2nnc(-c3ccccc3)o2)cc1,102,0.1
CC1C(=O)C(C)C(c2ccc(O)cc2)NC1c1ccc(O)cc1 (stereo unspecified),102,0.7
COc1ccccc1/C=N/N(CCC#N)C1=NS(=O)(=O)c2ccccc21,104,0.6
O=C(NCc1cccnc1)/C(=C\c1ccc(Br)cc1)S(=O)(=O)c1ccccc1,99,-0.3
CN(C)S(=O)(=O)c1cccc(COC(=O)c2cnccn2)c1,101,-0.1
CCC(C)(C#CCN1CCOCC1)OC(C)=O (stereo unspecified),102,-0.1
CCNC(=O)C(C)N (stereo unspecified),105,0.3
CC1CCCC(C)N1C(=O)C1c2ccccc2Oc2ccccc21 (stereo unspecified),100,-0.4
C=CCn1c(=O)/c(=C/c2c(O)ccc3ccccc23)s/c1=C(/C#N)c1nnc2n1CCCCC2,44,-4.8

# Shown as tab-separated lines: entries from further up.
SMILES	Polio RdRp inh	Polio RdRp inh FP z-score
Cc1ccc(-n2c(=O)c3ccc(C(=O)NCc4ccco4)cc3n(Cc3ccc(Cl)cc3)c2=O)cc1	104	0
O=C(Cn1cnnn1)Nc1nccs1	104	0.1
Cc1ccc(S(=O)(=O)Nc2ccc(-c3ccc(N4CCCCCC4)nn3)cc2)c(C)c1	98	-1.8
CC1=Nc2cc(C(=O)NC(C)C)ccc2Sc2ccc(C)cc21	112	-0.1
